Source: PubChem BioAssay
Fluorescein fluor = compound autofluorescence in fluorescein spectral region; max fluorescein-equivalent concentration, M; Compound autofluorescence, 480/540 nm, fluorescein-equivalent; hits give high values; 0.91% of 59,000 active; in the data active means max fluorescein-equivalent concentration above about 10 nM; inconclusive means between about 1.1 nM and that limit
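Each compound is tested across a concentration series in 100 mM Tris buffer at pH 8.0. After 15 min at room temperature, plates are imaged with 480 nm excitation and 540 nm emission filters, and intensities are converted to fluorescein-equivalent values.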
Epigenetic mod = derepresses silenced GFP locus in mouse C127i cells | Potency, µM (top dose mostly 46.1 µM), for the others: at the highest dose GFP derepression (activation) | AID 597 | 0.09% of 68,000 active | mouse C127i GFP locus derepression, cytometry, 30 h; further: % of control where 0% means no effect
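Read-out is the number of GFP-positive cells, scored as fluorescent objects 20 to 120 um wide, reflecting derepression of a silenced CMV-GFP reporter in murine C127i cells after 30 h compound exposure at 37 C.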
Pol III holo inh = DNA polymerase III holoenzyme inhibition; 0.25% of 71,000 active; Potency, µM (highest dose often 57.1 µM), without a hit: at the highest dose activity change, negative = inhibition; AID 603; reconstituted DNA polymerase III holoenzyme replication, biochemical; further: potency means the concentration at half of the fitted maximal effect; on the % scale 0 is the no-effect control and ±100 the full control effect
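Reconstituted *E. coli* holoenzyme (0.35 nM Pol III, 1 nM beta, 154 nM SSB, 2 nM primase) was preincubated with compound for 15 min at RT. Synthesis on 1.4 nM ssM13Gori ran 35 min, then was stopped with PicoGreen/EDTA and read as dsDNA fluorescence.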
15-hLO inh = inhibitors of human 15-lipoxygenase (ALOX15); P16050; 1.4% of 74,000 active; Potency, µM (top dose mostly 57.1 µM), without a hit: at the highest dose activity change, negative = inhibition, most hits filed as inhibitors; purified 15hLO-1, xylenol orange hydroperoxide absorbance; AID 887; further: potency means the concentration at half of the fitted maximal effect; on the % scale 0 is the no-effect control and ±100 the full control effect; nearly all actives have a fitted effect of over 55% in size
Target sequence (P16050 whole entry, looked up): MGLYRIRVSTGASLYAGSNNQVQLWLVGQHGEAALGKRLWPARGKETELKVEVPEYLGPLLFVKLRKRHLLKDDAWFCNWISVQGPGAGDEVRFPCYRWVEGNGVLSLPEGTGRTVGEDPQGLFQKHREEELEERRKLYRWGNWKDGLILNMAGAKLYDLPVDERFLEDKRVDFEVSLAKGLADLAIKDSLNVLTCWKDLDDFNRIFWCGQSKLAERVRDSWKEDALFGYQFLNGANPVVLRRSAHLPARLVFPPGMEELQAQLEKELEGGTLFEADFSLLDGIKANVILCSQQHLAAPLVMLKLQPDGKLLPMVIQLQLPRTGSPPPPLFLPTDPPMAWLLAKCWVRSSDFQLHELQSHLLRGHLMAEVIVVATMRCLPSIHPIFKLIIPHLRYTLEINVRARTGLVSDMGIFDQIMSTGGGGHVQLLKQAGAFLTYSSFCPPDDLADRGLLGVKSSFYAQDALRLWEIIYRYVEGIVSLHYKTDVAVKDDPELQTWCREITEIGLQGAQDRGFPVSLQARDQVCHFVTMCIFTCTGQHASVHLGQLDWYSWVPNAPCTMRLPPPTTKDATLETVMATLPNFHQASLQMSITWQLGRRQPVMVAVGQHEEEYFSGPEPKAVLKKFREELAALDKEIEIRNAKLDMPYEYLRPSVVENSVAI
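40 nM 15hLO-1 + cpd, 15 min RT; start w/ 50 uM AA (final), 6 min RT; stop/detect w/ 200 uM XO + 300 uM Fe(II) in 50 mM H2SO4, 30 min; A573/A405. Buffer 25 mM Hepes pH 7.5, 0.01% Triton X-100. No-enzyme wells as negative control.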
HADH2 inh = blocks human hydroxyacyl-CoA dehydrogenase type II. Q99714. recombinant HADH2, NADH fluorescence, beta-hydroxybutyryl-CoA. Potency, µM (top dose mostly 57.1 µM), without a hit: at the top dose activity change, negative = inhibition, actives largely listed as inhibitors. 3.4% of 73,000 active. AID 886; further: potency means the concentration at half of the fitted maximal effect; on the % scale 0 is the no-effect control and ±100 the full control effect; nearly all actives have a fitted effect of over 60% in size; many of its hits are not listed in these tables
Target sequence (Q99714 whole entry, looked up, one chain of several): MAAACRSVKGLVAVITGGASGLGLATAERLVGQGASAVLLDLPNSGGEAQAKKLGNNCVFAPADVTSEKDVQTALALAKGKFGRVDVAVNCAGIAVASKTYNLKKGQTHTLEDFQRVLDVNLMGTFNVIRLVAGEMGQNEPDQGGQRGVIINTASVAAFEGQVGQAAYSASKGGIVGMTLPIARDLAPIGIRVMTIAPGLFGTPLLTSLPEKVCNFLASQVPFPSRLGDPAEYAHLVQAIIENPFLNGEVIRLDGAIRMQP
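E. coli-expressed His-tagged HADH2 tested at 20 nM in alkaline Tris buffer (pH 9.0); oxidation of 90 uM beta-hydroxybutyryl-CoA with 1 mM NAD+ tracked fluorimetrically for 4 min.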
Hsp90 Hop PPI = changes Hsp90-Hop TPR2A binding signal, up or down | AlphaScreen TPR2A-His6 binding biotin-Hsp90 C-terminal peptide | Potency, µM (top dose mostly 57 µM), inactives show at the top dose activity change, negative = inhibition | 0.44% of 71,000 active; active means well fitted curve in either direction with a large enough effect; inconclusive means small, poorly fitted or top-dose-only effect, or another doubt; further: potency means the concentration at half of the fitted maximal effect; on the % scale 0 is the no-effect control and ±100 the full control effect; many of its hits are not listed in these tables
HBB splice mod = alters splicing of the hemoglobin beta chain | HBB splicing reporter cell assay, activation; EGFP reporter with mutant IVS2-654 intron; response scale: normalised to 500 nM splice-correcting PNA | Potency, µM (top dose mostly 46.1 µM), for inactives: at the top dose activation, most hits filed as activators | 0.06% of 65,000 active; further: potency means the concentration at half of the fitted maximal effect; 0% is about no effect
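HeLa cells stably expressing EGFP interrupted by mutant beta-globin intron 2 (IVS2-654), 500/well in 2% FCS. Treated with compound for 2 days at 37C. Splicing correction scored as total well GFP intensity (488 nm excitation, 500-520 nm emission); 500 nM antisense PNA served as control.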
Texas Red fluor = compound fluoresces in the Texas Red spectral region; max dye-equivalent concentration, M; 0.06% of 59,000 active; AID 587; Compound fluorescence, Texas Red channel, 547/618 nm; hits give high values; in the data active means max dye-equivalent concentration above about 10 nM; inconclusive means between about 1.1 nM and that limit
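Fluorescence at ex 547/em 618 nm, normalized against an on-plate Texas Red standard series to give dye-equivalent concentration per compound concentration. Buffer 100 mM Tris, pH 8.0; 15 min RT incubation before CCD imaging.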
Rhodamine autofl = compound fluoresces in the rhodamine spectral region. Rhodamine-region fluorescence, 547/598 nm, Tris buffer; hits give high values. 0.05% of 59,000 active. AID 594. max dye-equivalent concentration, M; in the data active means max dye-equivalent concentration above about 11 nM; inconclusive means between about 1.1 nM and that limit
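Compounds in 100 mM Tris buffer, pH 8.0, were incubated 15 min at room temperature, then read at 547 nm excitation and 598 nm emission. Fluorescence was normalized against a per-plate six-point rhodamine standard curve as dye-equivalent concentration.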
4-MU autofl = compounds fluorescent in 4-MU spectral region | max dye-equivalent concentration, M | compound autofluorescence, 340/450 nm, 4-MU equivalents; hits give high values | 11% of 59,000 active; in the data active means max dye-equivalent concentration above about 10 nM; inconclusive means mostly about 1.1 nM to 9.6 nM
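Compounds in 100 mM Tris, pH 8.0, sat 15 min at room temperature before fluorescence was read at 340 nm excitation/450 nm emission; a per-plate six-point 4-MU standard curve converted signals to dye-equivalent concentration at each compound concentration.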
UbGFP stabilizer = inhibits proteasome, raising ubiquitin-GFP reporter fluorescence. Potency, µM (titrated, usually from 45.9 µM), for inactives: at the top dose activation (GFP accumulation), usual class: activators. AID 526. 67,000 tested, under 10 active. Ubiquitin-GFP reporter cells, proteasome inhibition, GFP fluorescence; response scale: untreated = 0%, 10 µM MG-132 = 100%; active means well fitted activation curve with a large enough effect, not every such curve was filed as active; inconclusive means small, poorly fitted or top-dose-only effect, or another doubt; inactive means no such curve, though single readings can be large or run the other way; further: potency means the concentration at half of the fitted maximal effect
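Proteasome blockade was scored as a rise in GFP-expressing U2OS cells carrying a ubiquitin(G76V)-GFP construct, imaged after 4 hr compound treatment at 37 °C across a 46 uM–2.9 nM series.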
The depositor's hits bear a star; i = inactive; ? = inconclusive; · = not tested or not shown; [ ] = remark or other dose. Unless noted, the call rests on the fitted dose curve; in most records, active means well fitted curve in the direction sought with a large enough effect; inconclusive means small, poorly fitted or top-dose-only effect, or another doubt; inactive means no such curve, though single readings can be large; an effect the other way counts as inactive or inconclusive.

SMILES | Fluorescein fluor | Epigenetic mod | Pol III holo inh | 15-hLO inh | HADH2 inh | Hsp90 Hop PPI | HBB splice mod | Texas Red fluor | Rhodamine autofl | 4-MU autofl | UbGFP stabilizer
O=C(Cn1nc(Cc2cccnc2)c2ccccc2c1=O)N1CCN(c2ccccn2)CC1 | · | · | -4% | 4% | -2% | -3%[2.3 µM] | -0.3% | · | · | · | 0%
CCOC(=O)NC(NC(=O)OCC)C(=O)c1ccccc1 | i | 1% | -8% | -2% | -18% | -2% | 0.4% | i | i | i | -12%
COCCN(Cc1cc2cccc(C)c2n2nnnc12)C(=O)C(F)(F)F | ? | -4% | 0% | -1% | 19% | -2% | · | i | i | ? | -2%
CCOCCCn1c(=N)c(C(N)=S)cc2c(=O)n3cccc(C)c3nc21 | ? | 0% | 25µM* | ? | -2% | -23% | -0.4% | i | i | 4.4e-07M* | 4%
O=C(NCc1ccco1)c1ccc(OCC2CCCO2)cc1 (stereo unspecified) | i | -2% | -10% | -3% | 5% | -4% | 0.8% | i | i | i | 0%
COc1ccc(NC(=O)C(C)Oc2ccc(/C(C)=N\O)cc2)cc1 (stereo unspecified) | i | 2% | 0% | 16% | 13% | 1% | 0.3%[57.5 µM] | ? | i | i | 3%
CCC(C)(C)n1nnnc1C(C(C)C)N1CCC(C(N)=O)CC1 (stereo unspecified) | i | -1% | -4% | 25% | 0% | -3% | · | i | i | i | -5%
COc1cc(NC(=O)C2COc3ccccc3O2)c(OC)cc1Cl (stereo unspecified) | i | 2% | -5% | -20% | -12% | 22% | · | i | i | i | 1%
Cn1c(=O)c2c(nc(NCc3ccccc3)n2C)n(C)c1=O | · | 2% | 1% | -26% | 0% | -3% | -3.1% | · | · | · | 3%
COc1ccc(CCNC(=O)C2CCCN(S(=O)(=O)c3cccc4nonc34)C2)cc1OC (stereo unspecified) | ? | -4% | 1% | 12% | 0% | -7% | -1.6% | i | i | i | 1%
COc1ccc2[nH]cc(C(=O)CN3CCCC(C)C3)c2c1 (stereo unspecified) | i | 0% | -1% | -8% | 5% | 0% | 2.5%[1.84 µM] | ? | i | i | 4%
CCC(=O)N1CCCc2cc(S(=O)(=O)NCc3cccs3)ccc21 | i | 3% | -5% | -9% | -3% | -7% | 0.6% | i | i | i | 5%
Cc1c(C(=O)NCC2CCCO2)sc2nc(-c3ccc(F)cc3)cn12 (stereo unspecified) | · | · | -9% | -10% | 7% | -1% | -0.1% | · | · | · | 2%
COc1ccc(S(=O)(=O)Cc2ccc(C(=O)N3CCN(c4ccccn4)CC3)o2)cc1 | · | · | 0% | 2% | -6% | -5%[2.3 µM] | -0.4% | · | · | · | 1%
COC(=O)CCSc1nccn1Cc1ccccc1 | i | 0% | 2% | 3% | -1% | -3% | -0.6% | ? | i | i | -1%
Cc1ccc2nc(SCC(=O)Nc3c(C)n(C)n(-c4ccccc4)c3=O)[nH]c2c1 | i | 0% | ? | 32%[activator] | -9% | -2% | 0.1%[57.5 µM] | i | i | i | -5%
Cc1cccc(-c2nc3ccccc3c3nncn23)c1 | · | 0% | -3% | -3% | -13% | 0% | -5.9% | · | · | · | -3%
COCCn1c(=O)c(-c2ccc(OC)cc2)nc2cnc(N3CCNCC3)nc21 | i | 0%[9.22 µM] | -6% | -3% | 20% | 0% | 0.1% | i | i | 2.3e-08M* | 4%
O=C(O)COc1ccccc1C1C2C(=O)N(c3ccccc3)C(=O)C2ON1c1ccccc1 (stereo unspecified) | ? | -2% | -2% | 4% | -22% | -4% | 0.0%[0.369 µM] | i | i | i | ·
CN(C)Cc1ccccc1-c1nc(NC2CC2)c2ccccc2n1 | ? | 3%[9.22 µM] | 0% | 36%[activator] | 14% | 0% | -0.4% | i | i | i | 5%
C[C@]12CC[C@@H]3c4ccc(OS(=O)(=O)O)cc4CC[C@H]3[C@@H]1CCC2=O | i | 8%[20.6 µM] | · | · | · | · | · | i | i | i | ·
CCc1nn2c(=O)cc(CSc3nc4sc5c(c4c(=O)n3C)CCCC5)nc2s1 | i | -1% | -3% | -16% | -20% | -3% | 0.2% | i | i | i | 11%
CC(=O)N1CSCC1C(=O)N1CCN(c2ccc(N3CCOCC3)nn2)CC1 (stereo unspecified) | · | · | -2% | 0% | ? | -4%[2.3 µM] | 1.0% | · | · | · | -5%
Cc1nnc(SCc2cnc(-c3ccc(C(C)C)cc3)s2)n1C | ? | 2% | -4% | 16% | 1% | -7% | -0.7% | i | i | i | 2%
COc1ccc2c(CC(=O)OCC(=O)Nc3ccc4c(c3)OCO4)coc2c1 | i | 0% | 0% | -8% | -5% | -10% | -3.0% | ? | i | i | 0%

Reprinted from above for reference:
SMILES | Fluorescein fluor | Epigenetic mod | Pol III holo inh | 15-hLO inh | HADH2 inh | Hsp90 Hop PPI | HBB splice mod | Texas Red fluor | Rhodamine autofl | 4-MU autofl | UbGFP stabilizer
C[C@]12CC[C@@H]3c4ccc(OS(=O)(=O)O)cc4CC[C@H]3[C@@H]1CCC2=O | i | 8%[20.6 µM] | · | · | · | · | · | i | i | i | ·
CCc1nn2c(=O)cc(CSc3nc4sc5c(c4c(=O)n3C)CCCC5)nc2s1 | i | -1% | -3% | -16% | -20% | -3% | 0.2% | i | i | i | 11%
CC(=O)N1CSCC1C(=O)N1CCN(c2ccc(N3CCOCC3)nn2)CC1 (stereo unspecified) | · | · | -2% | 0% | ? | -4%[2.3 µM] | 1.0% | · | · | · | -5%
Cc1nnc(SCc2cnc(-c3ccc(C(C)C)cc3)s2)n1C | ? | 2% | -4% | 16% | 1% | -7% | -0.7% | i | i | i | 2%
COc1ccc2c(CC(=O)OCC(=O)Nc3ccc4c(c3)OCO4)coc2c1 | i | 0% | 0% | -8% | -5% | -10% | -3.0% | ? | i | i | 0%

Further compounds follow.
SMILES | Fluorescein fluor | Epigenetic mod | Pol III holo inh | 15-hLO inh | HADH2 inh | Hsp90 Hop PPI | HBB splice mod | Texas Red fluor | Rhodamine autofl | 4-MU autofl | UbGFP stabilizer
CCOc1ccc(CN(C(=O)c2ccco2)C2CCS(=O)(=O)C2)cc1 (stereo unspecified) | i | 2% | 0% | 9% | -2% | -2% | 1.1%[0.369 µM] | ? | i | i | ·
N#Cc1nc(-c2ccccc2F)oc1NCCN1CCOCC1 | · | · | -8% | 6% | 32µM* | -6%[2.3 µM] | 0.2% | · | · | · | 3%
CCCCCC(=O)OC(CN1CCCCC1)CN1CCCC1=O (stereo unspecified) | i | -4% | 0% | -5% | 7% | -2% | 1.4% | i | i | i | -4%
Cc1cccc(OCc2nnc(SCc3nc4cc(C(F)(F)F)ccc4c(=O)[nH]3)o2)c1 | ? | 0% | -2% | -8% | ? | -10% | 1.7% | i | i | ? | -14%
CCOc1ccc(C2C(C#N)=C(N)Oc3cc(C)n(CCN4CCOCC4)c(=O)c32)cc1OCC (stereo unspecified) | ? | -4%[20.6 µM] | · | · | · | · | · | i | i | i | ·
Cc1c(C(=O)NCc2ccccn2)oc2ccccc12 | i | -2% | -9% | 3% | 3% | -3% | -0.4% | ? | i | i | -3%
COc1ccc(-c2cc(-c3cc(F)ccc3O)[nH]n2)cc1OC | i | 2% | -3% | ? | 9% | -7% | -0.7%[1.84 µM] | i | i | i | 7%
CCn1cc(C(=O)NCC2CCCO2)c(=O)c2cc(S(=O)(=O)N3CCCCCC3)ccc21 (stereo unspecified) | i | 3% | -1% | -4% | 2% | -3% | -0.6%[1.84 µM] | i | i | i | -4%
Cc1nnc(NC(=O)c2ccc3ccccc3c2)o1 | i | ? | 1% | 39%[activator] | -5% | ? | 0.1%[57.5 µM] | ? | i | ? | -1%
O=C1Nc2cc(C(=O)N3CCN(Cc4ccccc4)CC3)ccc2SC1N1CCOCC1 (stereo unspecified) | i | 4% | 0% | 20% | 2% | -6% | -0.4% | i | i | i | -2%
COC(=O)c1c(C(=O)OC)c2oc3ccccc3n2c1Cl | ? | -2% | 3% | -1% | 18% | -5% | -0.1%[57.5 µM] | i | i | i | 3%
COc1ccc(-c2nc3nc(C)cc(C)n3n2)cc1 | ? | -3% | -3% | 6% | ? | -7% | 3.3% | ? | i | i | -9%
N#CCCn1c(SCC(=O)N2CCN(S(=O)(=O)c3ccccc3)CC2)nc2ccccc21 | ? | 0% | -2% | -2% | -10% | 3% | -0.2%[57.5 µM] | i | i | i | -5%
CC(C)CN(Cc1cc2ccccc2[nH]c1=O)C(=O)c1cccnc1 | i | 0% | -3% | 6% | 7% | -3% | -0.1%[1.84 µM] | i | i | i | 4%

An excerpt; the hit share may differ from the screen's.
